Rab9 promoter act: Rab9 promoter activation; AID 485297; Potency, µM (top dose mostly 9.22 µM), without a hit: at the highest dose activation, negative = inhibition, hits mostly activators; 320,000 tested, 2.8% active; Huh7 Rab9 promoter-luciferase reporter, luminescence, 24 h; note: potency is the fitted concentration of half-maximal effect; % of control where 0% means no effect; nearly all actives have a fitted effect of over 60% in size
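Huh7 cells stably carrying a Rab9 promoter-luciferase reporter, 1500 cells per well in OP-MEM I with 10% FBS, treated with compound 24 hours at 37C. Luciferase activity read by luminescence after 10 minutes with Amplite reagent.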
NPC1 promoter act: activators of NPC1 promoter; Huh7 NPC1 promoter luciferase reporter, 24 h; Potency, µM (highest dose often 9.22 µM), for the others: at the highest dose activation, hits mostly activators; 320,000 tested, 2.4% active; AID 485313;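 note: potency is the fitted concentration of half-maximal effect; % of control where 0% means no effect; nearly all actives have a fitted effect of over 60% in size; reporter is driven by a mutant NPC1 promoter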
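Luminescence from an NPC1 promoter-driven luciferase reporter in stably transfected Huh7 cells was measured after 24 h compound treatment at 37 °C, followed by 10 min ambient incubation with luciferase detection reagent.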
ELG1 genotoxic: induces genotoxicity in HEK293T cells with luciferase-tagged ELG1. Potency, µM (doses to about 46 µM), without a hit: top-dose activity change, positive = activation, actives largely listed as activators. HEK293T ELG1-luciferase reporter, luminescence, 16 h. AID 504466. 330,000 tested, 1.3% active; note: potency is the fitted concentration of half-maximal effect; % of control where 0% means no effect; nearly all actives have a fitted effect of over 60% in size
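16 hr compound incubation (37 °C, 5% CO2) of HEK293T cells carrying luciferase-tagged ELG1; luciferase then measured by ONE-Glo luminescence after 30 min at RT.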
BRCA1 expr up: activators of BRCA1 expression. MCF7-BRCA1-FFLuc reporter, luminescence, 48 h; response scale: scaled: vehicle 0%, 10 µM genistein 100%. 380,000 tested, 1.1% active. Potency, µM (series often up to 46.1 µM), without a hit: at the highest dose activation, usual class: activators; note: potency is the fitted concentration of half-maximal effect; nearly all actives have a fitted effect of over 80% in size; some results filed as inactive show a strong effect at the top dose
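MCF7-BRCA1-FFLuc, 2000 cells/well; 2 h attach, 37 °C/5% CO2; compound 48 h; luciferase substrate 15 min; luminescence end-point. Norm. to genistein 10 microM max activation and DMSO; concentration-response curves fitted.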
Gal4-VP16 FLuc: inhibits Gal4-VP16 luciferase reporter, ROR gamma counter-screen | Drosophila S2 Gal4-VP16 UAS-luciferase, luminescence, 20 h | Potency, µM (top dose mostly 53.6 µM), inactives show at the top dose activity, negative = inhibition, actives largely listed as inhibitors | 310,000 tested, 3.5% active | AID 2546;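 note: Gal4-VP16 expression switched on by copper sulfate through the metallothionein promoter; potency is the fitted concentration of half-maximal effect; % is set by controls: 0 for no effect and ±100 for the full control effect; nearly all actives have a fitted effect of over 50% in size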
TRPV1 ag: human TRPV1 agonism; Q8NER1; TRPV1-expressing cells, Fluo-8 calcium influx, agonist mode; activation, % at 8.33 µM; 320,000 tested, 0.19% active; in the data active = activation above about 80%; inconclusive = between about 30% and that limit; note: 0% is about no effect
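Fluo-8 calcium influx in TRPV1-expressing cells, kinetic read (ex 480/em 520 nm). Compound added and read 3 min for agonist activity, followed by capsaicin at EC20 final and 2 min further read for enhancement.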
ELG1 repair inh: inhibitors of ELG1-dependent DNA repair in HEK293T cells | HEK293T ELG1-luciferase reporter, luminescence, 16 h; DNA damage induced by 5-fluorouridine | Potency, µM (highest dose often 46.1 µM), for inactives: top-dose activity change, negative = inhibition, hits mostly inhibitors | 330,000 tested, 2.3% active | AID 504467; note: potency is the fitted concentration of half-maximal effect; % is set by controls: 0 for no effect and ±100 for the full control effect; nearly all actives have a fitted effect of over 55% in size
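In this reporter screen, reduction of luminescence relative to DMSO vehicle indicated activity. Compounds and 5-fluorouridine were added together to 2,000 cells per well, incubated for 16 hr at 37 °C, then developed with ONE-Glo.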
p53 reactivation: re-activators of mutant p53; 320,000 tested, 0.063% active; H1299 p53-A138V BP100-luciferase reporter, luminescence, 24 h; Potency, µM (titrated, usually from 92.2 µM), for inactives: top-dose activity change, positive = activation, actives largely listed as activators; note: potency is the fitted concentration of half-maximal effect; % of control where 0% means no effect; nearly all actives have a fitted effect of over 45% in size
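H1299 (p53-null), stable ts p53-A138V + BP100-Luc; 1000 cells/well, Opti-MEM/10% FBS; cpd 4 pt, 1:5; 24 h, 37 deg C, 5% CO2; detection reagent 10 min RT; luminescence.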
Tb PFK inh: inhibitors of T. brucei phosphofructokinase. O15648. T. brucei PFK, ADP-Glo luminescence. Potency, µM (highest dose often 57.5 µM), inactives show top-dose activity, negative = inhibition, usual class: inhibitors. 330,000 tested, 0.17% active. AID 485367;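 note: potency is the fitted concentration of half-maximal effect; 0% = uninhibited 1x PFK enzyme wells and -100% = no-enzyme wells; nearly all actives have a fitted effect of over 60% in size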
Target sequence (O15648 whole entry, looked up): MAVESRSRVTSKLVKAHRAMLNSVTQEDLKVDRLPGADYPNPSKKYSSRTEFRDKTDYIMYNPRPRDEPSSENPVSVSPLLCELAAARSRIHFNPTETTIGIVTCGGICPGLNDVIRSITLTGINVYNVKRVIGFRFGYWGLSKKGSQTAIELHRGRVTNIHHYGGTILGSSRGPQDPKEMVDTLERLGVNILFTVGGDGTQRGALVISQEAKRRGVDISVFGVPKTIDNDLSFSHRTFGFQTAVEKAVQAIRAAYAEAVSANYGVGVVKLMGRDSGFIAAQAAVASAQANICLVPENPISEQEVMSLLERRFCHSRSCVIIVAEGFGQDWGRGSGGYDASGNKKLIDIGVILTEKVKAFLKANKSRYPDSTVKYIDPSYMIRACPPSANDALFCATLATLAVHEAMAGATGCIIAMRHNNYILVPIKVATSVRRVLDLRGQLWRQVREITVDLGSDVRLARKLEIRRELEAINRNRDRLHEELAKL
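1.25 nM PFK with 0.5 mM F6P and 0.1 mM ATP in 0.1 M TEA pH 8.0, 5 mM MgCl2, incubated 45 min at room temperature; ADP measured by ADP-Glo luminescence; compounds titrated up to 57 uM.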
FLuc counter: firefly luciferase modulation, counter-screen for miR-21 project; P08659; AID 588342; purified FLuc, Km substrates, luminescence inhibition; 360,000 tested, 6.9% active; Potency, µM (top dose mostly 57.5 µM), for the others: at the highest dose activity change, negative = inhibition, usual class: inhibitors;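 note: potency is the fitted concentration of half-maximal effect; plate controls were vehicle for no effect and reference inhibitor for full effect; nearly all actives have a fitted effect of over 55% in size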
Target sequence (P08659 whole entry, looked up): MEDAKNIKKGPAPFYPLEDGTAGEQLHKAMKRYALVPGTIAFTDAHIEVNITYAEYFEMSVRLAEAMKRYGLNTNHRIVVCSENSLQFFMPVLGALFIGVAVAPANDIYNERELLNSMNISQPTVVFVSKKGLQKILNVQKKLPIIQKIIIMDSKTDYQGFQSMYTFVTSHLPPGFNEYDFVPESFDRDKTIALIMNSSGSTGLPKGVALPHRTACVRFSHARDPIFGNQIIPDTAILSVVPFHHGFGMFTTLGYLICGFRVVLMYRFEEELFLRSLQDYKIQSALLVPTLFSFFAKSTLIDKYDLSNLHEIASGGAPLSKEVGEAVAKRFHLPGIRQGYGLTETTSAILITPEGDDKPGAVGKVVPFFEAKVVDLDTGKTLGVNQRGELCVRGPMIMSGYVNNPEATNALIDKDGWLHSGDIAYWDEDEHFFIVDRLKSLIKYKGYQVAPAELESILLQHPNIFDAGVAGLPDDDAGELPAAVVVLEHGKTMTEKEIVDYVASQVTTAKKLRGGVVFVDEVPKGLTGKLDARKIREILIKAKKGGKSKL
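Purified P. pyralis luciferase (10nM final) with 10uM D-luciferin and 10uM ATP (Km levels) in 50mM Tris acetate pH 7.5, 10mM Mg acetate, 0.01% Tween-20, 0.05% BSA; qHTS 6-point titration, ~60 µM downward; luminescence read.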
RORgamma inh: ROR gamma (mouse) transcription inhibition; 310,000 tested, 5.4% active; Potency, µM (doses to about 53.6 µM), for inactives: top-dose activity change, negative = inhibition, most hits filed as inhibitors; Drosophila S2 Gal4-RORgamma UAS-luciferase reporter, 20 h; AID 2551; P51450; note: potency is the fitted concentration of half-maximal effect; % is set by controls: 0 for no effect and ±100 for the full control effect; nearly all actives have a fitted effect of over 60% in size
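Drosophila Schneider cells stably carrying a metallothionein-driven Gal4 DBD–ROR gamma fusion and a UAS-Photinus luciferase reporter were exposed to compound for 1 hr, then induced with copper sulfate (700 uM final) for 20 hr at ambient temperature before luminescence reading.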
An asterisk follows results filed as active; ? = inconclusive; · = no result given; & = joins results of further samples; [ ] = dose if it differs, or a comment. Unless noted, calls come from the whole dose curve; as a rule, active = well fitted curve in the direction sought with a large enough effect; inconclusive = small, poorly fitted or top-dose-only effect, or another doubt; inactive = no such curve, though single readings can be large; an effect the other way counts as inactive or inconclusive.

SMILES | Rab9 promoter act | NPC1 promoter act | ELG1 genotoxic | BRCA1 expr up | Gal4-VP16 FLuc | TRPV1 ag | ELG1 repair inh | p53 reactivation | Tb PFK inh | FLuc counter | RORgamma inh
CCOc1cccc(N(C(=O)CCC(=O)Nc2cc(C)on2)C(C(=O)NC(C)(C)C)c2ccc(OC)cc2)c1 (centres undefined) | -1% | 1% | -3% | -20% | 4% | 0 | 0% | -1% | -4% | -2% | 20%
CCCCCN(C(=O)CCC(=O)OCC(=O)N(CC)C1CCCCC1)c1c(N)n(CCCC)c(=O)[nH]c1=O | 12% | 0% | -2% | 3% | · | 8 | -3% | -8% | -2% | -3% | ·
COc1ccccc1C(C)NC(=O)CCNC(=O)c1ccc(Cl)cc1 (centres undefined) | · | · | -1% | 1% | · | · | -1% | -7% | -8% | · | ·
CCN1C(=O)C(CC(=O)Nc2ccc(OC)cc2)N(Cc2ccc3c(c2)OCO3)C1=S (centres undefined) | -15% | -2% | -4% | -42% | 4% | 0 | ? | -7% | 7% | -1% | -5%[10 µM]
COc1ccc(F)cc1S(=O)(=O)Nc1cccc(C(=O)O)c1 | 2% | -4% | 1% | -14% | 0% | 3 | -3% | 5% | -1% | 2% | 13%
Cc1c(NC(=O)CSc2ccc3ccccc3n2)c(=O)n(-c2ccccc2)n1C | 0% | 1% | -1% | -3% | · | 2 | 14% | -9% | -3% | 4% | ·
CCC(C)c1ccc(OCC(=O)NNC(=O)C2CCCCC2)cc1 (centres undefined) | 6% | 0% | 1% | 19% | -3% | 27 | ? | ? | -21% | -1% | 17%
O=C(CSc1nnc(CNC(=O)c2ccc(F)cc2)o1)Nc1ccc2c(c1)OCO2 | 10% | 1% | 0% | -8% | 3% | 4 | 0% | 5% | -5% | -19% | 2%
COCCCNC(=O)/C(C#N)=c1\s/c(=C\c2ccccc2OC(F)F)c(=O)n1CCCOC | 1% | 3% | 2% | -8% | -7% | -3 | ? | -10% | 1% | 4% | -5%
O=C(COc1ccc(Nc2ccccc2)cc1)Nc1ccncc1 | -2% | -2% | ? | -20% | · | ? | 18µM* | -4% | -4% | -16% | ·
COc1ccccc1CCNC(=O)C(=O)NCCC1CCCCN1S(=O)(=O)c1cccs1 (centres undefined) | 1% | 1% | -8% | -26% | · | 10 | ? | -10% | 0% | 1% | ·
COc1ccc2c3c1O[C@H]1C[C@@H](O)C=C[C@@]31CCN(C)C2 | 1% | 0% | · | -38% | 8%&7%&-12% | 22 | · | · | 0% | -2% | 3%

Profiles, looked up by structure. Screens in order: Rab9 promoter act	NPC1 promoter act	ELG1 genotoxic	BRCA1 expr up	Gal4-VP16 FLuc	TRPV1 ag	ELG1 repair inh	p53 reactivation	Tb PFK inh	FLuc counter	RORgamma inh
Entry for COc1ccccc1C(C)NC(=O)CCNC(=O)c1ccc(Cl)cc1 (centres undefined) : ·	·	-1%	1%	·	·	-1%	-7%	-8%	·	·
Entry for COCCCNC(=O)/C(C#N)=c1\s/c(=C\c2ccccc2OC(F)F)c(=O)n1CCCOC : 1%	3%	2%	-8%	-7%	-3	?	-10%	1%	4%	-5%
Entry for CCCCCN(C(=O)CCC(=O)OCC(=O)N(CC)C1CCCCC1)c1c(N)n(CCCC)c(=O)[nH]c1=O : 12%	0%	-2%	3%	·	8	-3%	-8%	-2%	-3%	·
Entry for COc1ccc2c3c1O[C@H]1C[C@@H](O)C=C[C@@]31CCN(C)C2 : 1%	0%	·	-38%	8%&7%&-12%	22	·	·	0%	-2%	3%

Remaining list, next part.
SMILES | Rab9 promoter act | NPC1 promoter act | ELG1 genotoxic | BRCA1 expr up | Gal4-VP16 FLuc | TRPV1 ag | ELG1 repair inh | p53 reactivation | Tb PFK inh | FLuc counter | RORgamma inh
Cc1cc(OCC(=O)N2CCC(C(N)=O)CC2)c2c(C)c(C)c(=O)oc2c1 | -4% | -3% | 2% | 14% | -1% | -1 | ? | · | 1% | 3% | -22%
NC(=O)CC(NC(=O)c1ccccc1)c1ccc(NC2CCC2)c([N+](=O)[O-])c1 (centres undefined) | -6% | -8% | 3% | 2% | 1% | 0 | -3% | -5% | 3% | -2% | 38%
O=C(CC1CS(=O)(=O)CC1CC(=O)Oc1ccccc1F)Oc1ccccc1F (centres undefined) | -1% | -3% | 1% | 10% | -9% | 3 | -13% | 0% | -4% | 1% | -32%
CC1Cc2ccccc2N1C(=O)CSc1nnc(-c2ccc(S(=O)(=O)N3CCOCC3)cc2)n1C (centres undefined) | -3% | -5% | -7% | -32% | -4% | 0 | ? | -4% | -3% | -2% | 34%
COc1ccccc1NC(=O)c1ccc(CS(=O)(=O)c2ccc(C)cc2)cc1 | 0% | -6% | 1% | 8% | -3% | 5 | ? | -4% | ? | -4% | 17%
Cc1ccn2c(c1)nc(=O)c1cc(S(=O)(=O)N3CCOCC3)ccc12 | 0% | -5% | -1%[9.26 µM] | -2% | -4% | 1 | 18% | 4% | -3% | 1% | -2%
CC(=O)Nc1ccc(S(=O)(=O)N2CCSC2C(=O)O)cc1 (centres undefined) | 1% | 0% | 1% | -3% | 8% | 1 | 0% | 1% | 0% | 8% | 14%
O=c1nc2cccc3c2=c(/c1=C(\O)c1ccccc1)c1ccccc1c3=O | -2% | -2% | 0% | -24% | -21% | -2 | 7% | -1% | -24% | 5% | -21%
Cc1noc(C)c1CSCC(=O)Nc1nc2ccc(S(C)(=O)=O)cc2s1 | -6% | -3% | 0% | -30% | · | 0 | 0% | 5% | 1% | 4% | ·
CC(C)(C)n1cnc2cc(NS(=O)(=O)c3ccc(Br)cc3)ccc21 | 1% | -2% | -13% | -30% | ? | 2 | ? | 4% | 4% | -1% | -10%
CCCCCC(=O)Nc1cccc(C2=NOC3(C2)C[C@H](C(N)=O)N(C(=O)COc2ccc(Cl)cc2)C3)c1 (some centres undefined) | -6% | -9% | -15% | -29% | -20% | 0 | 7.3µM* | -4% | -11% | -16% | ?
CC1CN(c2ncnc3c2c(-c2ccccc2)cn3-c2ccc(F)cc2)CC(C)O1 (centres undefined) | 0% | 0% | -10% | 0% | 5% | 23 | ? | -1% | 4% | -4% | 12%
O=C(Nc1nc2ccccc2n1CCN1CCCCC1)c1ccco1 | -7% | -2% | 2% | -1% | ? | 2 | 2% | -5% | -5% | 3% | 0%[10 µM]
CCN(CC)c1ccc(/C=C2\CCC(/C=C(\C#N)C(=O)Nc3ccccc3F)=C2N2CCOCC2)cc1 | -5% | -11% | 1% | 1% | 0% | -6 | 9% | -13% | 2% | ? | -8%
NC(=O)Nc1ccc(F)cc1 | 17% | -2% | 1% | -1% | 5% | -3 | 12% | 1% | ? | 5% | -16%
COc1ccc(-c2cc3ccc(O)cc3oc2=O)cc1 | 3.2µM* | 1.3µM* | 8.2µM* | ? | -6% | 15 | ? | ? | 1% | 4.8µM* | -13%
Cc1ccc2[nH]c(C(=O)N3CCN(C(c4ccccc4)c4ccccc4)CC3)cc2c1 | 1% | -3% | -2% | -46% | 1% | 0 | -19% | 16% | -5% | -2% | 19%
Cc1c(-c2ccccn2)c(=O)[nH]n1-c1ccc(F)cc1 | 0.5µM* | 3.5µM* | ? | -47% | ? | -4 | ? | -8% | 0% | 3µM* | 6.3µM*
Nc1nc(SCC(=O)Nc2cccnc2Cl)n[nH]1 | 1% | 1% | 0% | 5% | 8% | 0 | -1% | 2% | 0% | 5% | 0%
O=C(O)COc1ccccc1C(Nc1cccnc1)c1cc(Cl)c2cccnc2c1O (centres undefined) | -1% | -3% | 0% | 3% | -8% | -2 | 1% | -1% | ? | ? | 12%
Cc1cc(NC(=O)CN2CCC(O)(c3cccc(F)c3)CC2)no1 | -5% | 1% | -2% | 6% | -13%[0.365 µM] | 0 | 21% | 4% | -3% | 6% | -18%
COC(=O)Cc1cc(=O)[nH]c(Nc2nc3ccccc3o2)n1 | -4% | 5% | 8% | 6% | ? | -4 | 0% | 29% | -17% | 17µM* | -27%
O=C(CSc1nc2nc(-c3cccs3)cc(C(F)(F)F)c2c(=O)[nH]1)Nc1ccc(F)c(F)c1 | -23% | -1% | -19% | -79% | ? | 2 | ? | 4% | -4% | ? | ?
COc1ccc(C(=O)N(CN2CCCC2=O)c2nccs2)cc1OC | -8% | 3% | 1% | 2%[1.84 µM] | 19% | 1 | ? | -15% | 2% | -14% | -8%
CC(C)c1nc2ccc(NC(=O)C3CCCCC3)cc2[nH]1 | -7% | 0% | 1% | 27% | -1% | -1 | -1% | 5% | 1% | ? | 41%

Source: PubChem BioAssay (National Center for Advancing Translational Sciences (NCATS))
